# MEP2-GFP yeast: alters MEP2-GFP fluorescence in TOR pathway yeast screen | S. cerevisiae MEP2-GFP strain, flow cytometry GFP, 3 h; 100% = DMSO control level | GFP response vs DMSO, % at 10 µM | 330,000 compounds, 0.51% hits;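 active = GFP response versus DMSO above a set limit, roughly screen mean plus 3 SD, cut at about 180% in these data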;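 also: median GFP fluorescence of the barcode-gated MEP2-GFP cells per well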
# RPL19A-GFP yeast: yeast TOR pathway RPL19A-GFP modulation; 330,000 compounds, 0.3% hits; percent response vs DMSO, % at 10 µM; S. cerevisiae RPL19A-GFP strain, flow cytometry, 3 h; hits give low values;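 active = percent response vs DMSO below 50%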;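 also: median channel GFP fluorescence of the barcoded RPL19A-GFP strain; ratio of sample median GFP to plate DMSO average so 100% = DMSO; lower means less RPL19A-GFP as with rapamycin TOR inhibition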
# proCasp7 act: counter-screen: procaspase-7 (human) activation. recombinant procaspase-7, Ac-DEVD-pNA absorbance 405 nm; D23A/D198A/D206A triple mutant, cannot self-cleave; scale: DMSO 0, 5 µM enzyme 100. AID 463210. 330,000 compounds, 0.093% hits. P55210. activation, % at 8.5 µM;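 active = percent activation above the screen-wide mean plus 3 SD, cut at about 25% in these data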
# Target sequence (P55210 whole entry D23A/D198A/D206A): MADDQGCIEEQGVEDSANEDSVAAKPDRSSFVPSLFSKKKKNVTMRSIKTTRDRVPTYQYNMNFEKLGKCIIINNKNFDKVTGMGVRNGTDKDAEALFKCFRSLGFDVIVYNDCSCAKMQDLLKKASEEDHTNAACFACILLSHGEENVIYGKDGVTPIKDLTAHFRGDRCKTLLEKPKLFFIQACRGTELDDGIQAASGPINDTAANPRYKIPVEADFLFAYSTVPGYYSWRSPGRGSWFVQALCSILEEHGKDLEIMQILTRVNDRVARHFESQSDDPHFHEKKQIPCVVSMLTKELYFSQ
#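 Assay system: Uncleavable procaspase-7 mutant enzyme; Input: 2 µM procaspase-7 mutant as dispensed; Also added: DEVD-pNA substrate; Medium: Zinc-free HEPES pH 7.4 with 300 mM NaCl, 0.01% Triton X-100; Timing: 1 h compound preincubation, 2 h substrate cleavage, 25 °C; Measured by: Epi-absorbance of released pNA at 405 nm, two timepoints.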
# LAP4 TOR yeast: modulators of TOR pathway LAP4-GFP in S. cerevisiae; S. cerevisiae LAP4-GFP multiplex, flow cytometry GFP, 3 h; median GFP as percent of DMSO wells; GFP response vs DMSO, % at 10 µM; 320,000 compounds, 0.34% hits; AID 2023;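 active = GFP response vs DMSO above a set limit, about the screen mean plus 3 SD, cut at about 150% in these data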
# Yeast superoxide: caloric restriction mimetics inhibiting age-related superoxide in yeast; S. cerevisiae aged cells, superoxide DHE fluorescence; hits give low values; superoxide response (% of plate mean), % at 10 µM; 330,000 compounds, 0.18% hits; AID 2690;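 active = superoxide response under a set limit, about three screen SD below normal, cut at about 65% in these data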;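 also: yeast aged for seven days with compound at 30 °C before DHE staining; 100% = average MFI of all compound-treated wells on the plate with controls excluded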
# AHR activator: activates the human aryl hydrocarbon receptor. AHR-responsive luciferase reporter cells, luminescence. activation, % at 5 µM. 320,000 compounds, 2.5% hits. AID 2796; in the data active = activation above about 47%;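 also: 0% = vehicle wells and 100% = reference agonist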
# proCasp3 act: procaspase-3 (human) activation; P42574; recombinant procaspase-3 D3A, Ac-DEVD-pNA absorbance 405 nm; activation, % at 8.5 µM; 330,000 compounds, 0.11% hits; AID 463141;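 active = activation above the mean of all tested compounds plus 3 SD, cut at about 21% in these data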;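 also: 0% = DMSO alone and 100% = DMSO wells spiked with extra 5 µM PC-3 D3A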
# Target sequence (P42574 whole entry D9A/D28A/D175A): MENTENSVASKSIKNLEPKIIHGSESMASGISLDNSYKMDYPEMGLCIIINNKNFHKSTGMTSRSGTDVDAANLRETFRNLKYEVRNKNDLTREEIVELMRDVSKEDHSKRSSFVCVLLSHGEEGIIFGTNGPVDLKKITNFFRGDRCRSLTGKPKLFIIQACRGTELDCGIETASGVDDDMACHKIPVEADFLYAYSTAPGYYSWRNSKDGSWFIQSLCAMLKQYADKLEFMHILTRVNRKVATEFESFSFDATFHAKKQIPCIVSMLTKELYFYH
#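 Compound: 8.5 µM single point, 0.8% DMSO / Material: Autoprocessing-dead procaspase-3 D3A mutant enzyme / Timing: 1 h preincubation plus 2 h reaction at 25 °C / Medium: Zinc-free HEPES/NaCl buffer with 0.01% Triton X-100 at pH 7.4 / Technique: 405 nm absorbance of p-nitroaniline, reads at 0 and 120 min / Repeats: one well per compound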
# JMJD2C inh: blocks human GASC-1 demethylase activity; Q9H3R0; GST-JMJD2C(1-420) H3K9me3 demethylation, DELFIA europium; inhibition, % at 2.35 µM; 330,000 compounds, 0.069% hits;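 active = more than half of a compound's replicate wells show inhibition beyond 50%, single wells judged on their own value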;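 also: signal counts dimethyl H3K9 product captured on neutravidin plate; 0% = median of DMSO wells and 100% = 0.3 times that DMSO median; strong numbers were not always called active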
# Target sequence (Q9H3R0 1-420 limits assumed): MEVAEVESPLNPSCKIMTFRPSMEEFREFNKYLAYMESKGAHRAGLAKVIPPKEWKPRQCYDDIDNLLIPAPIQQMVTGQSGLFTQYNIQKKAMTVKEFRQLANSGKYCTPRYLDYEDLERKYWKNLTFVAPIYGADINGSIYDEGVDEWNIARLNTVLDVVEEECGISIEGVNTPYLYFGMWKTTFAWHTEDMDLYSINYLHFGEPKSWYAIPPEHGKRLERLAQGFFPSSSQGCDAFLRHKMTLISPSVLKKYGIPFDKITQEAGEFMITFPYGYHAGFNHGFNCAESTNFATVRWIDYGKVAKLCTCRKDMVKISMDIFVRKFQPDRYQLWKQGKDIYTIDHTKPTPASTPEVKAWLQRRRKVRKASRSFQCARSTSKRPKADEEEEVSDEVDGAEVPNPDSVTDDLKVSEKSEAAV
# Active calls of the source: *; i = inactive; nt = no result given; & = joins results of further samples.
no.	smiles	proCasp7 act	Yeast superoxide	RPL19A-GFP yeast	JMJD2C inh	MEP2-GFP yeast	proCasp3 act	LAP4 TOR yeast	AHR activator
1	COc1ccccc1C(=O)Nc1nc2ccc(S(C)(=O)=O)cc2s1	-6	94	94	-3	102	1	100	-10
2	CCC1Cc2c(nc(N)c3c(N)nc(N4CCCCC4)c(C#N)c23)O1 (stereo not drawn)	15	107	98	1	101	6	107	-1
3	CC1CC(C)CN(CC(=O)N2CCc3[nH]c4ccccc4c3C2)C1 (stereo not drawn)	19	92	102	5	104	-1	102	7
4	CC(=O)N(Cc1c(C)nn(-c2ccccc2)c1Cl)c1ccc(Cl)cc1	8	106	96	-2	93	-4	87	3
5	CC(=O)Nc1ccc2c(c1)C(C)(C)C(C)N2C (stereo not drawn)	4	91	104	43	107	1	108	2
6	O=C1/C(=C/c2cccnc2)Oc2cc(OS(=O)(=O)c3ccccc3)ccc21	-2	95	99	-32	101	11	102	12
7	O=C(Nc1ccccc1)c1ccccc1NS(=O)(=O)c1ccc(Cl)s1	-14	103	99	2	101	5	98	-2
8	O=C(O)/C=C/c1nc(-c2ccccc2)n2ccccc12	-23	109	100	4	99	-27	99	0
9	COc1ccc(OC)c(C(=O)Nc2ccc3[nH]ccc3c2)c1	12	86	84	0	92	-2	98	50*
10	Nc1ccc(NC2C[C@@H](C(=O)O)NC2=O)cc1 (stereo partly drawn)	-1	88	99	-7	103	4	98	-1
11	CC(C)(C)N(Cc1ccccc1)C(=O)COC(=O)Cn1cnc2ccccc2c1=O	4	105	111	1	108	9	104	1
12	COc1ccc(S(=O)(=O)N2CCCC2CNC(=O)C(=O)NC2CCCCCC2)cc1 (stereo not drawn)	9	103	97	36	96	-1	108	2
13	O=C(CSc1nc(O)c(Cc2ccccc2F)c(=O)[nH]1)N1CCCCCC1	9	84	96	-6	100	4	96	3
14	COc1ccc(OC(C)C(=O)Nc2cccc(F)c2)cc1 (stereo not drawn)	-8	91	92	i	112	2	108	1
15	N=C1C(c2nc3ccccc3s2)=C(O)CN1C1CCC(O)CC1 (stereo not drawn)	1	98	104	5	105	3	100	40
16	COc1ccccc1/C=C/C(=O)N1CCCC1	11	104	103	-3	106	0	97	84*
17	COc1ccc(Nc2nc(-c3sc(NC(C)=O)nc3C)cs2)cc1	-8	108	90	3	93	-6	91	7
18	Cc1ccc(C2C(C(=O)c3sc(C)nc3C)=C(O)C(=O)N2CCN2CCOCC2)o1 (stereo not drawn)	-36	107	105	2	109	-11	110	-4
19	O=C1Nc2ccccc2/C1=N\c1sc2c(c1C(=O)Nc1ccccc1)CCCC2	-17	91	98	-5	97	-7	93	36
20	C=CCNC(=S)NNC(=O)C(CCC(C)C)CC(C)(C)O (stereo not drawn)	0	94	102	3	109	7	103	-1
21	CCc1ccc(-c2cc(C)no2)cc1S(=O)(=O)NCc1ccc(OC)c(OC)c1	2	95	91	-3	106	9	96	2
22	COc1ccc2c(c1)c(CC(=O)OCC(N)=O)c(C)n2C(=O)c1ccc(Cl)cc1	5	110	101	6	106	8	112	1
23	CCC(C)C(Nc1ncnc2scc(-c3ccccc3)c12)C(=O)O (stereo not drawn)	0	101	96	-16	104	2	102	0
24	CCC1(c2ccccc2)NC(=O)N(CC(=O)Nc2ccc(OC)nc2)C1=O (stereo not drawn)	2	94	107	5	109	-12	107	4
25	COCCCN(Cc1ccco1)C(=O)CSc1nc2ncccc2[nH]1	2	97	99	-14	108	-4	98	3
26	CCOC(=O)N1CCC(Nc2cccc(SC)c2)CC1	4	94	97	2	101	-1	99	13
27	O=C(CCC1CCN(Cc2ccc(Cl)cc2)CC1)NC1CC1	2	97	104	0	103	2	92	3
28	COC(=O)CC1C(=O)NCCN1C(=O)CSc1nc2cc(Cl)ccc2o1 (stereo not drawn)	2	98	93	-14	98	3	98	1
29	Cc1ccc(SCc2ccc(C(=O)Nc3ccccc3Br)cc2)cc1	5	113	105	6	105	3	94	2
30	COc1ccc(NC(=O)C2CCCN2C(=O)Oc2ccccc2)cc1 (stereo not drawn)	2	96	95	-6	105	0	109	1
31	COC(=O)c1ccc(NCC(=O)Nc2cc(C)cc(C)c2)cc1	-1	106	111	-16	105	-6	107	7
32	COc1ccc2c(c1)CC/C(=C\c1ccc(C)o1)C2=O	-7	91	99	-15	95	2	118	-4
33	CCCCCNC(=O)c1ccc2c(=O)n(CCCN3CCCC3=O)c(=S)[nH]c2c1	-4	103	97	-1	116	4	104	4
34	COc1ccccc1N1C(=O)[C@@H]2C(C(=O)CN3C(=O)c4ccccc4C3=O)=NN[C@@H]2C1=O	-3	115	95	-15	100	-4	98	7
35	Cc1ccc(NC(=O)COC(=O)c2c[nH]c3ccccc23)cc1C	7	97	104	10	98	-7	107	13
36	CSc1ccc(CN(C)C(C)C(=O)Nc2ccc(F)c(F)c2F)cc1 (stereo not drawn)	-1	98	92	-13	94	-5	95	0
37	O=C(COC(=O)c1cccc(S(=O)(=O)N2CCN(c3ccccc3)CC2)c1)NCC1CCCO1 (stereo not drawn)	7	91	99	9	102	-7	108	1
38	C[C@@H](C(=O)N1CCNCC1)n1cc(CCC(=O)O)nn1	-2	99	96	-2	100	1	92	-1
39	CN(CCCC1CCCC1)C(=O)c1cc(COc2ccc(F)c(F)c2)on1	10	95	102	-18	99	1	96	-1
40	Cc1ccc2[nH]ccc(=O)c2c1	13	102	98	-13	89	2	105	1
41	COc1ccc(CC(=O)Nc2ccc(S(=O)(=O)Nc3cc(C)on3)cc2)cc1OC	3	93	96	7	100	2	87	-1
42	C=CCN(CC=C)C(=O)C[n+]1ccc(C(N)=O)cc1	7	101	85	-10	119	1	nt	4
43	N#Cc1cccc(NC(=O)COC(=O)c2ccccc2Sc2ccccc2C#N)c1	9	99	110	9	106	9	93	2
44	Cc1ccccc1N(CC(=O)NCc1ccco1)C(=O)CNS(=O)(=O)c1ccc(F)cc1	-3	98	100	-11	100	3	95	-1
45	COc1cc(CNC(=O)c2nc(Cn3nc(C)c(Br)c3C)no2)cc(OC)c1	1	91	90	-22	100	3	100	7
46	COC(=O)C[C@H]1c2cc(C(F)(F)F)ccc2S(=O)(=O)N1C1CCCC1	6	99	107	-99	94	12	134	-2
47	COC(=O)CNC(=O)c1ccc2c(c1)S(=O)(=O)c1ccccc1C2=O	12	100	92	1	91	8	93	0
48	O=C(O)CCc1ccc(-c2cccs2)n1NC(=O)c1cccs1	-3	98	98	-2	100	-20	99	-1
49	CNC(=O)CSc1nnc(-c2ccccc2)n1C	0	109	117	7	106	-1	109	-1
50	COc1ccc(S(=O)(=O)Cc2ccc(C(=O)NC3CCC(C)CC3)o2)cc1 (stereo not drawn)	1	95	101	2	102	4	110	-1

# Fetched by structure from the entries so far:
no.	smiles	proCasp7 act	Yeast superoxide	RPL19A-GFP yeast	JMJD2C inh	MEP2-GFP yeast	proCasp3 act	LAP4 TOR yeast	AHR activator
46	COC(=O)C[C@H]1c2cc(C(F)(F)F)ccc2S(=O)(=O)N1C1CCCC1	6	99	107	-99	94	12	134	-2
49	CNC(=O)CSc1nnc(-c2ccccc2)n1C	0	109	117	7	106	-1	109	-1
42	C=CCN(CC=C)C(=O)C[n+]1ccc(C(N)=O)cc1	7	101	85	-10	119	1	nt	4
35	Cc1ccc(NC(=O)COC(=O)c2c[nH]c3ccccc23)cc1C	7	97	104	10	98	-7	107	13
28	COC(=O)CC1C(=O)NCCN1C(=O)CSc1nc2cc(Cl)ccc2o1 (stereo not drawn)	2	98	93	-14	98	3	98	1

# Following part
no.	smiles	proCasp7 act	Yeast superoxide	RPL19A-GFP yeast	JMJD2C inh	MEP2-GFP yeast	proCasp3 act	LAP4 TOR yeast	AHR activator
51	CCn1c(=O)n(CC(=O)NCc2ccco2)c(=O)c2ccccc21	-9	103	96	0	94	-12	101	0
52	CS(=O)(=O)NNC(=O)Cn1nnc(-c2cc(C(F)(F)F)cc(C(F)(F)F)c2)n1	3	i	95	16	97	1	105	0
53	CCN(CC(=O)Nc1sc2c(c1C#N)CCC(C)C2)Cc1nc2ccccc2c(=O)[nH]1 (stereo not drawn)	8	94	82	-6	107	-8	85	5
54	CCN1CCN(CC(=O)N2N=C(c3cccs3)CC2c2ccc(OC)c(OC)c2)C(=O)C1=O (stereo not drawn)	1	109	100	-15	109	1	98	3
55	Cc1c(NC(=S)N/N=C/C=C/c2ccc([N+](=O)[O-])cc2)c(=O)n(-c2ccccc2)n1C	-2	113	99	0	98	2	99	-3
56	Cc1[nH]nc(-c2ccc(OCc3cnn(-c4ccccc4)c3)c(C)c2O)c1Oc1ccccc1	1	86	103	3	102	0	96	2
57	CCCn1c(SCC(=O)Nc2ccc(Cl)cc2F)nc(O)cc1=O	4	71	96	0	98	6	101	1
58	CN(C)/C=C1/NC(=S)NC1=O	-20	87	92	18	90	-15	96	10
59	Cc1nnc(SCC(=O)Nc2ccc3c(c2)OCCO3)s1	8	97	94	-2&-41	93	1	94	3
60	CCN(CC(=O)NCc1cccs1)C(=O)c1ccc(OC)c(OC)c1	1	109	99	2	103	-11	101	1
61	Oc1cccc(C(=S)N2CCN(Cc3ccccc3)CC2)c1	-4	101	97	-4	103	-9	110	2
62	O=C(O)c1ccccc1-c1nc2ccccc2c(=O)n1O	17	110	95	69	96	2	102	0
63	CC(C(=O)NCC1CCCO1)n1cc([N+](=O)[O-])cn1 (stereo not drawn)	-2	95	95	9	102	9	114	0
64	CC(C)Cn1c(N)c(C(=O)COC(=O)C2=COCCO2)c(=O)n(C)c1=O	-5	104	107	-2	110	-1	97	1
65	CCC(C)CCN1CCN=C1N(C)C (stereo not drawn)	2	103	100	1	94	3	86	1
66	O=C(CSc1nc2ccccc2c(=O)n1CC1CCCO1)NCC1CCCO1 (stereo not drawn)	2	92	105	-2	104	-2	79	-1
67	O=C(NCc1ccccc1CN1CCCC1)c1ccc(Cl)c(N2CCCC2=O)c1	19	106	95	nt	97	13	97	1
68	COc1ccc(C(=O)Nn2c(SCc3cccc([N+](=O)[O-])c3)nc3ccccc3c2=O)cc1	-3	106	101	-6	104	0	96	6
69	CCCCN1CNC(=S)N(CCc2ccc(OCC)c(OCC)c2)C1	1	76	99	nt	92	-4	91	0
70	Cc1cc(C(=O)C(=O)N(C)C)c(C)n1-c1ccc([N+](=O)[O-])cc1	-8	108	102	-9	108	-7	116	1
71	Cc1cccc(N2CCN(S(=O)(=O)c3ccc(-c4ccc(=O)[nH]n4)o3)CC2)c1C	9	103	93	-2	87	7	92	0
72	CCC1CCCCN1CCCNC(=O)c1ccc2c(=O)n(CCOC)c(=O)[nH]c2c1 (stereo not drawn)	2	88	100	19	92	4	86	-1
73	COc1ccc(CCNc2cc(C)nc3c(-c4ccccc4OC)cnn23)cc1OC	7	89	105	3	112	6	97	22
74	CC(C)(C)NC(=O)CSc1nnc(NC(=O)CCc2ccccc2)s1	14	100	95	-8	101	-2	82	1
75	CCN(CC)Cc1c(O)ccc2occ(C(=O)c3ccc(OC)cc3)c12	-5	86	90	-8	99	1	92	7
76	Cc1cc(Br)ccc1NC(=O)C1C2CCC(O2)C1C(=O)O (stereo not drawn)	3	97	98	8	98	0	92	-2
